# CRFR2-BP antag – antagonists of CRF-BP/CRF-R2 complex, primary screen, cell-based, HEK293, calcium dye fluorescence, uHTS. CRF-induced calcium fluorescence. inhibition, % at 11.8 µM. 0.59% of 350,000 active;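 active = inhibition of the ligand-induced calcium signal above about 50% at the single tested concentration, limit read from the data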
# M5 antag – human M5 muscarinic receptor antagonists, primary screen, CHO cells, Fluo-8 calcium fluorescence | inhibition, % at 3 µM | Muscarinic acetylcholine receptor M5 (Homo sapiens), P08912 | CHO-hM5 cells, ACh EC80 | 0.59% of 360,000 active | AID 624040, 2012;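 active = inhibition above a per-plate cutoff, the mean of that plate's test compounds plus 3 SD, cut at about 27% in these data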;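 also: 0% = acetylcholine EC80 with DMSO and 100% = DMSO without agonist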
# Target sequence (P08912 whole entry, looked up): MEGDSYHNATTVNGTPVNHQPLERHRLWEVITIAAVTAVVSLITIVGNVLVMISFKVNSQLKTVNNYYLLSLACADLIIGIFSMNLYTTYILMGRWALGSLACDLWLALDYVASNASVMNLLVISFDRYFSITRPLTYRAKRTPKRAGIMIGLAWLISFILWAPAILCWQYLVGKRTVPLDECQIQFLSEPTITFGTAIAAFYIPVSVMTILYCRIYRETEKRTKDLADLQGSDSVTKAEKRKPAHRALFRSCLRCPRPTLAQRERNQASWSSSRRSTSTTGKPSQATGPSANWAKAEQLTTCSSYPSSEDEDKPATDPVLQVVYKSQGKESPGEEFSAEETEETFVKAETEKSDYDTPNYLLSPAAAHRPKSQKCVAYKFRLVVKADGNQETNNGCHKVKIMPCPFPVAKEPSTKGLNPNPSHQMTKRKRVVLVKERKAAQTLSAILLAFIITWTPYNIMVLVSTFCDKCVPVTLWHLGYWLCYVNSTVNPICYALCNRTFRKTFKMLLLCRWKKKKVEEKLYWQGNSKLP
# CHRM5 PAM – human M5 muscarinic receptor positive allosteric modulators, primary screen, CHO-K1 cells, Fluo-8 calcium fluorescence; Muscarinic acetylcholine receptor M5 (Homo sapiens), P08912; CHO-K1 hM5, ACh EC20 PAM; 0% = ACh EC20, 100% = ACh EC100; activation, % at 3 µM; 0.3% of 360,000 active; AID 624038, 2012;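 active = activation above the run cutoff, the mean activation of all test compounds plus 3 SD, cut at about 18% in these data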
#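 System: CHO-K1 hM5 cells. Reagent: acetylcholine, EC20 level. Compound dosing: single dose, 3 µM nominal final test concentration. Timing: Post-acetylcholine fluorescence recording 140 s. Detection: Fluo-8 calcium fluorescence. Read-out: % activation, ACh-normalized. Benchmarks: ACh EC20 and EC100 wells. Repeats: singlicate, one well per test compound.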
# IDE inh – human IDE inhibitors in live cells, primary screen, fluorescence polarization, HEK cells, FAbetaB substrate; FAbetaB cleavage; inhibition, % at 5.59 µM; 0.41% of 320,000 active;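 active = percent inhibition above the average of all tested compounds plus 3 SD, set per screening campaign, cut at about 16% in these data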;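 also: IDE supplied by intact live HEK cells; FP after avidin binding of uncleaved biotin substrate so inhibition keeps polarization high; 0% = DMSO wells and 100% = 60 µM reference IDE inhibitor Ii1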
# M4 antag – human M4 muscarinic receptor antagonists, primary screen, CHO cells, Fluo-8 calcium fluorescence | Muscarinic acetylcholine receptor M4 (Homo sapiens), P08173 | CHO-hM4 cells, ACh EC80 | inhibition, % at 3 µM | 0.73% of 360,000 active | AID 624125, 2012;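 active = inhibition above its plate's cutoff, the mean inhibition of sample wells plus 3 SD, cut at about 27% in these data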;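 also: 0% = acetylcholine EC80 with DMSO and 100% = DMSO without agonist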
# Target sequence (P08173 whole entry, looked up): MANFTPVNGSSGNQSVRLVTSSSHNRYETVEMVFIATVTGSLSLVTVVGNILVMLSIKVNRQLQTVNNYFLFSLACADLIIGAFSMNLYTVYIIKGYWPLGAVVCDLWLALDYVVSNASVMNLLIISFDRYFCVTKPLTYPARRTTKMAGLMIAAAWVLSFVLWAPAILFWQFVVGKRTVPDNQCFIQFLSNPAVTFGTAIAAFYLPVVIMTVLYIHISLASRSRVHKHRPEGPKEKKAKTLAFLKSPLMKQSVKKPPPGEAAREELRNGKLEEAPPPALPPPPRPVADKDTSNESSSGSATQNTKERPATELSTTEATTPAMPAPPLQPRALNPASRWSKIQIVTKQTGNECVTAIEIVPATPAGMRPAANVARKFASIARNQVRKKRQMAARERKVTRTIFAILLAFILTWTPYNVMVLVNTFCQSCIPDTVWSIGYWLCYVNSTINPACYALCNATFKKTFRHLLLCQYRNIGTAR
# CHRM5 agonist – human M5 muscarinic receptor agonists, primary screen, CHO-K1 cells, Fluo-8 calcium fluorescence | 0.19% of 360,000 active | Muscarinic acetylcholine receptor M5 (Homo sapiens), P08912 | AID 624037, 2012 | CHO-K1 hM5 cells; 0% DMSO wells, 100% maximal acetylcholine response | activation, % at 3 µM;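 active = activation above the run's mean over test compounds plus 3 SD, cut at about 23% in these data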;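 also: signal is peak over basal fluorescence ratio across the kinetic read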
# CRFR2-BP ag – agonists of CRF-BP/CRF-R2 complex, primary screen, cell-based, HEK293, calcium dye fluorescence, uHTS. 0.46% of 350,000 active. calcium dye fluorescence (FLIPR); percent of saturating CRF peptide response. CRF-binding protein / CRF receptor 2 complex (human). AID 588473, 2011. activation, % at 13.2 µM;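 active = activation of at least 50%, plus an integration ratio under a set limit after plate pattern correction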;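 also: plate controls were neutral control wells without compound for no effect and CRF at EC100 for full effect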
# CHRM4 PAM – human M4 muscarinic receptor positive allosteric modulators, primary screen, CHO-K1 cells, Fluo-8 calcium fluorescence | Muscarinic acetylcholine receptor M4 (Homo sapiens), P08173 | CHO-K1 hM4/Gqi5, ACh EC20; 0% = ACh EC20, 100% = maximal ACh | activation, % at 3 µM | 0.4% of 360,000 active;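 active = activation above its plate's cutoff, the mean activation of sample wells plus 3 SD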; also: some results filed as inactive read as strong as hits
# CHRM4 agonist – human M4 muscarinic receptor agonists, primary screen, CHO-K1 cells, Fluo-8 calcium fluorescence | Muscarinic acetylcholine receptor M4 (Homo sapiens), P08173 | CHO-K1 hM4/Gqi5; vehicle 0%, full acetylcholine response 100% | activation, % at 3 µM | 0.14% of 360,000 active | AID 624127, 2012;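 active = activation above the run mean over all test wells plus 3 SD, cut at about 32% in these data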;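 also: peak over basal fluorescence ratio per well then scaled between controls; 0% = DMSO wells and 100% = acetylcholine at EC100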
# An asterisk follows results filed as active; . = not tested or not shown.
# Every second line gives: CRFR2-BP antag	M5 antag	CHRM5 PAM	IDE inh	M4 antag	CHRM5 agonist	CRFR2-BP ag	CHRM4 PAM	CHRM4 agonist
COc1cc([N+](=O)[O-])ccc1NC(=O)CCCOc1cccc(C)c1C
    2	1	-8	-1	-3	-1	0.4	-3	1
CSc1c(-c2ccccc2)nc2ccc(Cl)cc2c1C(=O)O
    1	-4	-2	0	-12	0	3.2	9	0
COCCN1C(=O)c2ccccc2C1c1nnnn1C(C)C (stereo unspecified)
    .	-15	7	.	-14	2	.	15	0
C=CCOc1nc2c(c(=O)n(Cc3ccc(Cl)c(Cl)c3)c(=O)n2C)n1C
    51*	-12	-2	3	-5	-4	-1.6	3	0
COc1ccc(CC2(CO)CCN(Cc3nc(C(C)C)cs3)CC2)cc1
    -1	-2	-11	8	0	-2	2.8	-7	1
S=C(NCCc1ccc(Cl)cc1)NCc1ccco1
    18	-3	-2	-1	5	-4	1.9	-4	0
COc1ccccc1OCCCCNCCO
    -13	-8	1	5	-11	1	-0.1	4	0
Cc1cc(C(=O)CSc2nc3ccccc3c(=O)n2C)c(C)n1Cc1ccc2c(c1)OCO2
    7	12	-9	1	11	2	-0.8	-6	5
CCOC(=O)CN(C)S(=O)(=O)c1ccc(-c2cc(C(=O)OC)sc2C(F)(F)F)cc1
    12	10	-13	2	12	1	2.2	-9	4
NS(=O)(=O)c1ccc(NC(=O)/C=C/c2ccc3c(c2)OCO3)cc1
    -13	-6	-2	-2	-5	-1	1.2	-3	2
CCOC(=O)N1CCC(NC(=O)CCC(=O)N2CCOc3ccc(Cl)cc32)CC1
    -12	3	8	2	5	4	-2.5	-6	1
Cc1cc(C(=O)OCC(=O)Nc2ccc(F)c(F)c2)c(C)o1
    28	2	1	8	-6	-3	-1.8	-4	0
CCN(CC)S(=O)(=O)c1ccc(SCC(=O)c2c(N)n(C3CC3)c(=O)[nH]c2=O)nc1
    -13	2	-2	.	1	1	-0.3	-4	2
CCCCOc1cccc(C(=O)N(Cc2cccs2)C2CCS(=O)(=O)C2)c1 (stereo unspecified)
    -17	0	-17	0	-13	-12	-1.1	2	3
COc1cc2c3c(c1OC)C1(C=CC(=NNC(N)=O)C=C1)CC3N(C(C)=O)CC2 (stereo unspecified)
    -9	8	-3	-6	-6	-2	0.0	5	1
COc1ccc(CCN2CC(C(=O)OCC(=O)NC(Cc3ccccc3)C(C)=O)CC2=O)cc1OC (stereo unspecified)
    5	6	3	.	-10	1	0.8	6	1
COc1ccc(/C=C2\SC(=O)N(CCNC(=O)CCS(=O)(=O)c3ccc(C)cc3)C2=O)cc1
    -4	1	-1	9	-3	3	-5.8	-7	5
COc1cccc(CCC(=O)N2CCC(n3nccc3NC(=O)C3CCOC3)CC2)c1 (stereo unspecified)
    11	2	-2	-3	-4	-2	-0.3	8	0
CC(C)[C@H](NC(=O)c1ccc(Cl)cc1)C(=O)Nc1cccc(S(=O)(=O)N2CCOCC2)c1
    -1	-1	0	.	-7	-2	0.1	0	0
CCC(=O)Nc1ccc(S(=O)(=O)Nc2c(C)nc3nc[nH]n3c2=O)cc1
    2	16	-8	-4	-10	-3	0.9	-2	1
Cc1cc(NC(=O)CN2C(=O)NC3(CCCCC3C)C2=O)no1 (stereo unspecified)
    -20	-5	1	-6	-1	0	1.0	2	1
CCCCOc1ccc(N=Cc2ccc[nH]2)cc1
    18	11	3	1	7	-4	-2.5	0	-1
Nc1ccn([C@@H]2O[C@H](CN=C3NS(=O)(=O)c4ccccc43)[C@@H](O)[C@H]2O)c(=O)n1
    -7	2	-5	.	-8	0	0.2	8	0
Cc1ccc(CSc2nnc(Nc3ccc(C)cc3)s2)cc1
    -41	11	-6	-3	-2	0	-0.7	-2	-1
Cc1cc(=O)[nH]c(-n2nc(C)c(Oc3ccccc3O)c2C)n1
    11	-5	8	8	14	6	1.0	25	-1
O=C(NCCC(=O)N1CCN(c2ccccn2)CC1)c1ccc([N+](=O)[O-])cc1
    13	6	-1	3	-11	0	-0.8	15	2
CCN(C[C@H]1N[C@@](Cc2ccccc2)(C(=O)OC)[C@H]2C(=O)N(C)C(=O)[C@@H]12)C(=O)c1ccc(F)cc1
    -2	-6	3	-1	-12	-1	2.6	1	1
O=C(CC(c1ccccc1)c1ccccc1O)NCc1ccccc1Cl (stereo unspecified)
    67*	8	-9	5	-21	-5	-11	-4	2
COC(=O)c1c(C(=O)OC)c(C)n(Cc2ccco2)c1C
    0	3	2	8	6	-1	-1.3	4	1
COc1cccc(C(=O)N2CCN(Cc3cc(Br)ccc3OC)CC2)c1
    -3	2	1	0	-5	-6	-0.2	3	3
COc1ccc(C(=O)Nc2ccc3c(c2)nc(CCNC(C)=O)n3C)cc1
    14	-2	-2	-1	1	0	4.6	0	2
CC(C)(C)C(=O)Nc1sc2c(c1C#N)CCN(Cc1ccccc1)C2
    -146	-1	-1	1	-10	-2	162*	1	1
O=C(CCNC(=O)c1ccc(Br)cc1)Nc1cccc(S(=O)(=O)N2CCCCC2)c1
    -6	6	-6	2	4	-1	-2.0	-8	6
COc1cc(CN2CCC(C(=O)N3CCC(C)CC3)CC2)cc(Br)c1O
    4	1	0	-4	3	-2	-0.1	-4	0
Cc1cc(C)n(Cc2ccc(NC(=O)c3c([N+](=O)[O-])c(C)nn3C)cc2)n1
    4	5	-2	-3	5	-2	-1.3	-2	1
Cc1c(NC(=O)CN2C(=O)NC(C)(c3ccc(Cl)cc3)C2=O)c(=O)n(-c2ccccc2)n1C (stereo unspecified)
    -17	5	3	-4	17	1	-1.5	-6	0
CC1(C)Oc2ccc(C(=O)N/N=C/c3ccc(O)cc3)cc2NC1=O
    16	12	5	-2	7	-1	0.4	-3	3
O=C1Nc2ccccc2OC1CC(=O)N1CCCC1 (stereo unspecified)
    6	-1	-3	2	9	-2	-0.6	2	0
CN(CC(=O)Nc1cccc(F)c1)CC(=O)NC(c1ccccc1)c1ccccc1
    7	11	1	2	-4	-3	-2.5	12	5
Cc1ccccc1-n1nc(C)c2cc(C(=O)N3CCN(S(=O)(=O)c4ccccc4)CC3)sc21
    21	-5	-3	.	-1	-1	4.2	15	0
CCOc1cc(/C=C2/NC(=O)N(CC(=O)OC)C2=O)ccc1OC
    -2	8	-2	5	0	0	-0.6	5	2
CCOc1ccc(N(CC(=O)NC2CCCCCC2)S(=O)(=O)c2c(C)noc2C)cc1
    0	-1	-2	0	2	0	0.4	-2	0
CCOC(=O)c1csc(Nc2nc3ccc(F)cc3s2)n1
    -21	7	-9	9	8	-11	-0.8	-3	3
Cc1cc(O)c(C(C)C)cc1NS(=O)(=O)c1ccccc1
    -5	2	-9	-7	-2	-8	-0.1	-1	0
CC(=O)c1cccc(NC(=S)NNC(=O)c2ccco2)c1
    1	-7	-6	0	3	-5	4.7	-2	0
N#Cc1ccc(/C=C(\C(=O)C(=O)O)c2ccc3ccccc3n2)cc1
    4	0	4	-2	14	-3	0.8	0	0
COc1ccc(NC(=O)CCCOc2ccc(C(C)=O)cc2)cc1S(=O)(=O)N1CCCCC1
    -6	5	-10	.	-8	7	2.8	-8	15
CCc1sc(C(=O)NCc2ccccc2)cc1C
    4	-1	4	-1	-5	-1	0.6	8	-1
CC1C(=O)N2CCCc3cc(S(=O)(=O)NCc4ccc(F)cc4)cc1c32 (stereo unspecified)
    22	-5	5	8	-18	-2	1.2	7	2
Cn1cc(CN2C[C@H]3CC[C@H]2C3)c(-c2ccccc2F)n1
    33	8	-9	3	-12	-7	-0.3	-7	9
CCc1nnc(NS(=O)(=O)c2ccc(Nc3ccc4nonc4c3[N+](=O)[O-])cc2)s1
    22	1	-5	2	5	-4	-3.4	-1	0
O=C(CCc1ccccc1)Nc1c(F)c(F)c(F)c(F)c1F
    -10	-5	2	.	0	-4	2.5	15	-1
CCOC(=O)CNC(=O)CSc1nnc(Cn2c(=O)sc3ccccc32)n1C
    -9	-1	1	3	4	2	-0.6	4	1
COc1cccc(N2CCN(C(=S)NCCc3ccccc3)CC2)c1
    -1	5	-17	-4	-10	-4	0.0	-7	9
O=C(Cc1ccccc1)c1ccc(Cl)cc1
    9	2	5	1	7	-2	-0.9	7	-1
CCOc1cc(S(=O)(=O)N2CCC(c3nc4ccccc4s3)CC2)c(OCC)cc1S(=O)(=O)N1CCCCC1
    0	-3	-2	5	8	2	-0.8	4	0
CCc1cc(=O)oc2c(C)c(OCC(=O)NC3CC(C)(C)NC(C)(C)C3)ccc12
    -8	-9	-1	-2	-20	-6	6.2	8	2
CC(=O)N1CCN(Cc2nc3cc(NC(=O)COc4ccccc4)ccc3n2C)CC1
    0	8	3	2	-3	0	-5.5	4	5
O=C(Cn1c(=O)n(-c2ccccc2)c(=O)n1CC(=O)N1CCCCC1)N1CCCCC1
    -7	-5	7	-2	7	0	0.8	1	0
CCOC(=O)c1cc(=O)cc(C(=O)OCC)o1
    50*	5	-2	3	10	-6	-2.0	0	0

# The list goes on:
# Every second line gives: CRFR2-BP antag	M5 antag	CHRM5 PAM	IDE inh	M4 antag	CHRM5 agonist	CRFR2-BP ag	CHRM4 PAM	CHRM4 agonist
COC(=O)C1=C(C(C)=O)C(c2ccc(C)cc2)n2nnnc2N1 (stereo unspecified)
    -4	-7	-4	1	-2	-3	0.8	10	0
Oc1c(C=Nc2ccccc2Cl)[nH]c2ccccc12
    -6	8	-1	5	-1	2	0.9	-5	0
COc1ccccc1NC(=O)CN1CCN(CC(=O)Nc2ccc(S(N)(=O)=O)cc2)CC1
    11	-3	1	-1	-3	1	-1.5	1	1
COC(=O)C1=C(C(=O)c2ccccc2)C(c2ccc(O)c(OC)c2)n2nnnc2N1 (stereo unspecified)
    98*	-2	-4	5	6	2	4.6	-6	0
CC(C)NC(=O)Nc1cccc2c1O[C@H](CN(C)S(=O)(=O)c1ccccc1)[C@@H](C)CN([C@H](C)CO)C2=O
    -8	14	-2	4	0	0	0.7	-1	0
O=C(O)CCCCNS(=O)(=O)/C=C/c1ccccc1
    12	2	8	5	-5	1	-1.1	1	2
NC(=O)c1cc(C(=O)c2ccc(Cl)cc2)c[nH]1
    22	-22	6	7	-2	0	0.4	-3	0
CC(C)C(Cl)=NOC(=O)Nc1ccc(S(N)(=O)=O)cc1
    -2	4	2	.	1	1	-1.8	-2	0
O=C(Cc1ccc(Cl)cc1)NNC(=S)NC(=O)c1cccnc1
    9	1	1	4	2	0	-3.5	4	1
CC(=O)Nc1cc2ccccc2oc1=O
    0	4	-1	2	5	0	1.5	-3	0

# Screens deposited in PubChem by several laboratories.
